CCR6 antag: antagonists of human CCR6 receptor; AID 493098; CHO-K1 CCR6 PathHunter beta-arrestin, luminescence, CCL20-stimulated; inhibition, % at 20 µM; 340,000 tested, 0.49% active; P51684;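 active = compounds whose inhibition of the agonist-driven luminescence signal at 20 µM reaches about 50%, limit read from the data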;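 also: cells stimulated with CCL20 at 14 nM final; plate controls were DMSO with CCL20 for no effect and DMSO without agonist for full effect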
Target sequence (P51684 whole entry, looked up): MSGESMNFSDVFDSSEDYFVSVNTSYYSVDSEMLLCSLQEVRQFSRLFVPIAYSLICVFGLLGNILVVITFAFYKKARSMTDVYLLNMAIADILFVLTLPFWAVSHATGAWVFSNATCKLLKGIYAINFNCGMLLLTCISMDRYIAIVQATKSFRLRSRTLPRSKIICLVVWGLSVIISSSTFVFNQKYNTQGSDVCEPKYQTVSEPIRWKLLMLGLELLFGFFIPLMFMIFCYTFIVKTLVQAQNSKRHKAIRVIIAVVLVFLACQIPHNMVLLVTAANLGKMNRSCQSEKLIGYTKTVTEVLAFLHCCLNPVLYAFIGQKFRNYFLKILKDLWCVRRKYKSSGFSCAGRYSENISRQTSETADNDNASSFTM
697 NFkB inh: lowers PMA/ionomycin-induced NF-kB signal in 697 B cells; 697 B-cell NF-kB luciferase reporter, 16 h; inhibition, % at 4 µM; 330,000 tested, 0.33% active; AID 435022; in the data active = inhibition above about 35%
EBI2 antag: blocks human EBI2 receptor beta-arrestin signaling; 360,000 tested, 0.81% active; EBI2 beta-arrestin recruitment, luminescence, 7a,25-OHC stimulated; AID 651636; inhibition, % at 5 µM; P32249; in the data active = inhibition above about 38%;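 also: enzyme fragment complementation signal reports receptor beta-arrestin coupling in cells; 0% = agonist plus DMSO wells and 100% = wells without agonist; some results beyond the cut were filed as inactive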
CXCR6 block: inhibitors of human CXCR6 receptor; AID 602244; 360,000 tested, 0.36% active; O00574; inhibition, % at 20 µM; CHO-K1 PathHunter CXCR6 beta-arrestin, luminescence; in the data active = inhibition above about 34%, passing the limit was not always enough;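 also: antagonist mode with CXCL16 agonist at 10 nM final; 0% = 10 nM CXCL16 with DMSO and 100% = unstimulated wells without agonist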
Gli-Sufu block: Gli-Sufu pathway antagonism; Sufu-KO-LIGHT fibroblasts, Gli luciferase reporter luminescence; inhibition, % at 5 µM; 340,000 tested, 0.74% active; AID 588413;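 active = inhibition above about 55%, limit read from the data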;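 also: 0% = DMSO-treated cells and 100% = wells with medium but no cells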
UBC13 polyUb: human UBC13 polyubiquitination inhibition; AID 485273; P61088; inhibition, % at 20 µM; 330,000 tested, 0.47% active; UBC13 polyubiquitin chain formation, TR-FRET; in the data active = inhibition above about 45%, passing the limit was not always enough
Target sequence (P61088 whole entry, looked up): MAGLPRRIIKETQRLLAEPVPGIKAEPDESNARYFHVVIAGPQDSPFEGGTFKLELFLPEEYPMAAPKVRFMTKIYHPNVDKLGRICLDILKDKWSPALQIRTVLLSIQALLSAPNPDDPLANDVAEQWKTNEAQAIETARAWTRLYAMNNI
APJ antag: antagonists of human APJ apelin receptor | CHO-K1 APJ beta-arrestin complementation, luminescence | 330,000 tested, 0.32% active | P35414 | inhibition, % at 20 µM;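 active = inhibition above about 40% at 20 µM, limit read from the data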;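 also: cells challenged with 10 nM apelin-13 agonist together with compound; plate controls were apelin-13 plus DMSO wells for no effect and DMSO wells lacking apelin-13 for full effect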
Jurkat NFkB inh: lowers PMA/ionomycin-induced NF-kB signal in Jurkat cells; PMA/ionomycin-induced NF-kB luciferase reporter, luminescence; inhibition, % at 4 µM; 330,000 tested, 0.53% active; in the data active = inhibition above about 50%
Numbers without * were called inactive; nt = not tested or not shown.

1. CN(C)c1ncnc2sc(-c3ccccc3)cc12
2. O=C(NCc1ccco1)c1cccc2c1C(=O)c1ccc(N3CCCC3)cc1S2(=O)=O
3. Cc1nn(C)c(C)c1S(=O)(=O)N1CCC(CO)(Cc2ccc(Cl)cc2)CC1
4. CCOc1ccc(N(CC(=O)N/N=C/c2cc([N+](=O)[O-])ccc2Cl)S(C)(=O)=O)cc1
5. COc1cc2c(c(OC)c1OC)-c1c(cc(OC)c(OC)c1OC)C[C@](C)(O)[C@@H](C)C2
6. Cc1ccc(S(=O)(=O)N2CN(CC3CCCO3)c3nc4ccccc4nc32)c(C)c1 (stereo unspecified)
7. COc1ccc(OCC(=O)NCCC2=CCCCC2)c([N+](=O)[O-])c1
8. COC(=O)c1cn(Cc2ccccc2C)nn1
9. Cc1ccc(Cn2c(C3CCCN3c3nc(-c4cc(Cl)c(N)c(Cl)c4)cs3)nc3cc(Cl)c(Cl)cc32)cc1 (stereo unspecified)
10. CCCCNC(=O)C1CCN(c2nc(C)cc(C)n2)CC1

Compound,1,2,3,4,5,6,7,8,9,10
CCR6 antag,18,5,7,12,2,12,4,0,15,-10
697 NFkB inh,-2,-3,18,-14,17,-3,-16,-3,-37,10
EBI2 antag,27,10,-2,16,-27,-3,1,-3,3,2
CXCR6 block,2,-2,-3,2,-9,2,-8,0,9,-6
Gli-Sufu block,-23,-8,8,3,28,4,3,-6,1,0
UBC13 polyUb,3,-208,-2,-4,-4,-3,8,9,-46,-1
APJ antag,12,6,2,3,-58,17,12,3,28,-2
Jurkat NFkB inh,-11,-1,-2,-2,22,-10,5,-7,-11,4

Entries by screen from above:
Entries 1 to 9 in Gli-Sufu block: -23, -8, 8, 3, 28, 4, 3, -6, 1
Entries 1 to 9 in EBI2 antag: 27, 10, -2, 16, -27, -3, 1, -3, 3

Quoted from the listing.
Under APJ antag, #2 is listed with 6
Under CXCR6 block, #3 is listed with -3
Under CCR6 antag, #10 is listed with -10

Other records follow.
11. Cc1cc(NC(=O)CSc2nc3cc(Cl)ccc3s2)no1
12. CC(C)CSc1nc2c(=O)[nH][nH]c(=O)c2n1Cc1ccccc1
13. CC1CN(C(=O)c2c(Br)cnn2C)CC(C)O1 (stereo unspecified)
14. CC(C)Cc1nc(N2CCN(C(=O)c3ccco3)CC2)c(C#N)c2c1CCCC2
15. CCOC(=O)C(/C=C(\C#N)C(=O)OCC)=C(/N)N1CCN(c2c(C)cccc2C)CC1
16. CCOC(=O)CSc1nc2cc(C(=O)N3CCC(C(N)=O)CC3)ccc2c(=O)n1C1CCCCC1
17. CN(Cc1ccccc1)C(=O)c1ccc2c(c1)NC(=O)C(N1CCOCC1)S2 (stereo unspecified)
18. CCN(CC)CCN(C(=O)c1ccc2ncsc2c1)c1nc2cc3c(cc2s1)OCO3
19. O=C(c1ccc2c(c1)OCCO2)N1CCN(c2ccc([N+](=O)[O-])cc2)CC1
20. CCCCCn1c(N2CCN(c3cccc(Cl)c3)CC2)nc2c1c(=O)[nH]c(=O)n2C

Compound,11,12,13,14,15,16,17,18,19,20
CCR6 antag,5,2,2,17,9,1,7,0,nt,24
697 NFkB inh,16,12,19,-21,-21,8,nt,-141,7,-31
EBI2 antag,-1,-7,-3,-16,10,3,-3,11,nt,19
CXCR6 block,-10,5,0,-10,-8,1,0,4,nt,4
Gli-Sufu block,5,-4,2,18,1,15,12,-51,nt,-10
UBC13 polyUb,-6,-6,-9,3,-21,26,nt,6,-2,5
APJ antag,7,17,6,13,21,3,nt,13,11,10
Jurkat NFkB inh,-10,10,12,17,-12,4,nt,-18,56*,2

The list goes on; the last 2 above are carried over.
19. O=C(c1ccc2c(c1)OCCO2)N1CCN(c2ccc([N+](=O)[O-])cc2)CC1
20. CCCCCn1c(N2CCN(c3cccc(Cl)c3)CC2)nc2c1c(=O)[nH]c(=O)n2C
21. CN(CCN(C)C(C)(C)C)C(=O)C(c1ccccc1)c1ccccc1
22. CCc1cc(CNC(=O)CC2C(=O)NCCN2Cc2ccccc2C(F)(F)F)on1 (stereo unspecified)
23. COc1ccc(S(=O)(=O)N2CCC(C(=O)Nc3cccc(C(C)=O)c3)CC2)cc1C
24. Cc1cccc(C(=O)NC2C(=O)NNC2c2ccc(Cl)cc2)c1 (stereo unspecified)
25. Cc1nnc(SCC(=O)NC2CCCCC2)[nH]c1=O
26. CCN(CC(O)CON=C1c2ccccc2-c2ccccc21)S(=O)(=O)c1ccc(C)cc1 (stereo unspecified)
27. Cc1ccccc1-c1nnc(SCC(=O)N(C)C2CCS(=O)(=O)C2)n1C (stereo unspecified)
28. O=C(CCS(=O)(=O)c1ccccc1)Nc1ccc(-c2nc3ccccc3s2)c(O)c1
29. Cn1c(=O)c2[nH]c(C3CC3)nc2n(C)c1=O
30. Cc1ccc(NC(=O)c2ccc(C)c(NC3=NC4CS(=O)(=O)CC4S3)c2)cc1C (stereo unspecified)
31. Cc1cc(F)ccc1S(=O)(=O)N1CCC2(CC1)OCCN2S(=O)(=O)c1cccs1
32. CC1(c2ccc3noc(-c4ccc(Cl)cc4)c3c2)OCCO1

Compound,19,20,21,22,23,24,25,26,27,28,29,30,31,32
CCR6 antag,nt,24,14,1,12,6,3,6,8,-3,-1,-2,17,-6
697 NFkB inh,7,-31,0,-2,12,14,23,-7,5,-106,nt,-2,4,-9
EBI2 antag,nt,19,-11,0,28,1,-1,-2,1,-12,6,1,-6,36
CXCR6 block,nt,4,-17,2,0,-5,7,-19,6,-5,-3,-6,-14,-6
Gli-Sufu block,nt,-10,-8,7,-3,-9,-15,-1,-4,-17,-1,2,3,-4
UBC13 polyUb,-2,5,-3,-10,0,-32,4,-6,-2,22,nt,-11,-2,-9
APJ antag,11,10,-5,1,19,15,4,0,-1,3,nt,8,12,-26
Jurkat NFkB inh,56*,2,1,1,18,3,8,-5,-6,-101,nt,-2,-1,1

Sorted by value in Jurkat NFkB inh (largest number first): 3 of the compounds above
item | mol | Jurkat NFkB inh
5 | COc1cc2c(c(OC)c1OC)-c1c(cc(OC)c(OC)c1OC)C[C@](C)(O)[C@@H](C)C2 | 22
13 | CC1CN(C(=O)c2c(Br)cnn2C)CC(C)O1 (stereo unspecified) | 12
7 | COc1ccc(OCC(=O)NCCC2=CCCCC2)c([N+](=O)[O-])c1 | 5
